Source: PubChem BioAssay
ATXN2 expr inh: Primary qHTS for Inhibitors of ATXN expression | AID 1745845, 2022 | HEK-293 ATXN2-luciferase reporter, luminescence, 24 h | Potency, µM (titrated, usually from 57 µM), inactives show top-dose activity change, negative = inhibition, usual class: inhibitors | 0.72% of 360,000 active; note: potency is the fitted concentration of half-maximal effect; % is set by controls: 0 for no effect and ±100 for the full control effect; nearly all actives have a fitted effect of over 55% in size
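ATXN2-luciferase reporter cells (luciferase flanked by upstream and downstream ATXN2 gene portions) were treated 24 h at 37 °C with compounds at up to 57 uM. SteadyGlo luminescence gave expression; GF-AFC fluorescence gave viability.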
HepG2 tox: qHTS for Inhibitors of TGF-b: Cytotox Counterscreen; 0.76% of 410,000 active; AID 588856, 2011; Potency, µM (doses to about 46.1 µM), for the others: at the highest dose activity change, negative = cytotoxicity, most hits filed as cytotoxic; HepG2 CAGA-GFP viability, ATP luminescence, 18 h; note: potency is the fitted concentration of half-maximal effect; some results filed as inactive show a strong effect at the top dose
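HepG2 CAGA-GFP cells (1000/well, DMEM with 1% FBS) received compound, then TGF-beta at 500 pg/mL final, and were incubated 18 hours at 37 degrees C. Viability was read by CellTiter-Glo luminescence. Media-only wells were set as complete cell-killing and DMSO as no toxicity.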
MCF10A rerep: A quantitative high throughput screen for small molecules that induce DNA re-replication in MCF 10a normal breast cells; Potency, µM (series often up to 46.1 µM), inactives show top-dose activity, positive = re-replication, actives largely listed as activators; 2.9% of 350,000 active; AID 624296, 2012; MCF 10A DNA re-replication, Hoechst nuclear intensity, 48 h; note: potency is the fitted concentration of half-maximal effect; % of control where 0% means no effect; nearly all actives have a fitted effect of over 50% in size
HT1080-NT tox: qHTS for induction of synthetic lethality in tumor cells producing 2HG: qHTS for the HT-1080-NT fibrosarcoma cell line. HT-1080-NT fibrosarcoma viability, CellTiter-Glo ATP luminescence, 48 h. Potency, µM (doses to about 46.1 µM), for the others: at the top dose activity, negative = less viability, most hits filed as cytotoxic. 1.6% of 360,000 active. AID 686970, 2013;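 note: NT is the 2HG producing partner of a matched IDH1 knockdown line; potency is the fitted concentration of half-maximal effect; 0% = DMSO-treated cells and -100% = media-only wells without cells; nearly all actives have a fitted effect of over 55% in size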
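Compounds were tested in concentration-response format on HT-1080-NT cells for 48 hours at 37 degrees C. Cell viability came from CellTiter-Glo luminescence; curves were classified by r2, response magnitude and activity.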
SW480 rereplic: A quantitative high throughput screen for small molecules that induce DNA re-replication in SW480 colon adenocarcinoma cells; SW480 DNA re-replication, Hoechst DNA content imaging, 48 h; Potency, µM (series often up to 46.1 µM), for inactives: at the highest dose re-replication activation, actives largely listed as activators; 1.8% of 340,000 active; AID 624297, 2012; note: potency is the fitted concentration of half-maximal effect; % of control where 0% means no effect; nearly all actives have a fitted effect of over 55% in size
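SW480 cells exposed to compounds for 48 hr at 37 C, 5% CO2, then Hoechst-stained 40 min. Nuclear DNA content imaged by fluorescence scanning (405 nm excitation, 500-530 nm emission); re-replication scored as increased high-intensity nuclei.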
ATXN viability: Viability Counterscreen for Primary qHTS for Inhibitors of ATXN expression; S2 cells (HEK-293 line with an ATXN2-luciferase reporter) viability, CellTiter-Fluor protease fluorescence, 24 h; Potency, µM (highest dose often 56.7 µM), actives largely listed as cytotoxic; 0.49% of 400,000 active; note: potency is the fitted concentration of half-maximal effect; nearly all actives have a fitted effect of over 40% in size
KB-3-1 tox: qHTS assay for MDR1-selective chemotherapeutics: Primary screen using the parental adenocarcinoma cell KB-3-1 | KB-3-1 viability, CellTiter-Glo ATP luminescence, 72 h | Potency, µM (highest dose often 46.1 µM), inactives show at the top dose activity change, negative = cytotoxic, actives largely listed as cytotoxic | 1.4% of 400,000 active; note: potency is the fitted concentration of half-maximal effect; % is set by controls: 0 for no effect and ±100 for the full control effect; nearly all actives have a fitted effect of over 60% in size
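Multi-concentration cytotoxicity screen in KB-3-1 cells grown in DMEM lacking phenol red with 10% FBS. After 72 h at 37 °C with compound, ATP-dependent luminescence was recorded.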
IL-1B inflam inh: qHTS for Inhibitors of Inflammasome Signaling: IL-1-beta AlphaLISA Primary Screen. THP-1 LPS/ATP IL-1B secretion, AlphaLISA, 16 h; hits give low values. activity change, % at 57.5 µM. 4.7% of 360,000 active. AID 743279, 2014; in the data active = activity change below about -50%; inconclusive = mostly about -30% to -49%; note: % is set by controls: 0 for no effect and ±100 for the full control effect
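Secreted IL-1B measured by AlphaLISA bead assay after 16 h compound exposure of THP-1 cells; compounds (final up to 57.5 uM) added 1 h before LPS (250 ng/mL) and ATP (1.25 mM) stimulation; lower signal means less secretion.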
HT1080 IDH1KD tx: qHTS for induction of synthetic lethality in tumor cells producing 2HG: qHTS for the HT-1080-IDH1KD cell line | 2% of 360,000 active | Potency, µM (top dose mostly 46.1 µM), inactives show at the highest dose activity, negative = toxicity, actives largely listed as cytotoxic | HT-1080 IDH1 knockdown viability, ATP luminescence, 48 h;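 note: potency is the fitted concentration of half-maximal effect; 0% = DMSO wells and -100% = cell-free medium wells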
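Knockdown cells (IDH1KD HT-1080) received compounds 2 h after plating at 750 cells/well and were kept 48 h at 37 °C in 5% FBS RPMI. A CellTiter-Glo luminescence read gave % activity for curve fitting.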
Starred values were filed as active, the others as inactive; i = inactive; ? = inconclusive; . = no result given; & = joins results of further samples; [ ] = dose if it differs, or a comment. Unless noted, calls come from the whole dose curve; as a rule, active = well fitted curve in the direction sought with a large enough effect; inconclusive = small, poorly fitted or top-dose-only effect, or another doubt; inactive = no such curve, though single readings can be large; an effect the other way counts as inactive or inconclusive. Outcome played no part in choosing rows. Share with any hit: about 8.9%.

SMILES	ATXN2 expr inh	HepG2 tox	MCF10A rerep	HT1080-NT tox	SW480 rereplic	ATXN viability	KB-3-1 tox	IL-1B inflam inh	HT1080 IDH1KD tx
CC(OC(=O)c1ccc(F)cc1)C(=O)Nc1nc(-c2cccc([N+](=O)[O-])c2)cs1 (stereo unspecified)	9%	16%	-5%	9%	-106%[inhibitor]	i	11%	?	15%
COc1ccccc1CNc1ccc(-c2nc(-c3ccncc3)no2)cc1[N+](=O)[O-]	11%	-23%	.	.	.	i	0%	.	.
CC(C)N1CCC(N2CCN(Cc3cnc(-c4ccccc4)s3)CC2CCO)CC1 (stereo unspecified)	.	6%	-1%	-11%	-6%	i	-7%	-13	-22%
c1ccc(CCCNc2ncccn2)cc1	20%	-18%	-2%	17%	-15%	i	0%	-20	16%
COc1cc(C(=O)Nc2ccccn2)cc(OC)c1OC	3%	7%	-1%	21%	-6%	i	4%	-19	8%
CCCNC(=O)c1cc(C2CCCN(C(=O)c3ccc(NC(C)=O)cc3)C2)on1 (stereo unspecified)	4%	3%	.	14%	.	i	0%	1	3%
Cc1cc(Cl)ccc1NC(=S)NCc1ccc(Cl)cc1	-11%	2%	?	1%	5%[9.22 µM]	i	?	-2	9%
Cc1noc(NS(=O)(=O)c2ccc(NC(=O)c3ccc(N(C)C)cc3)cc2)c1C	.	3%	26%	6%	-6%	i	0%	18	2%
OCCNCCCOc1cc(Cl)ccc1Cl	40%[activator]	-11%	-2%	?	27%	?	-12%	-2	-18%
Cc1ccc(S(=O)(=O)CCC(=O)Nc2sccc2C(N)=O)cc1	29%	11%	6%	0%	2%	i	2%	20	2%
Cc1noc(/C=C/N(C)C)c1S(=O)(=O)N1CCCC(C(=O)NCc2ccc(Cl)cc2)C1 (stereo unspecified)	7%	0%	?	-2%	2%	i	6%	-27	?
O=C(NCCN1CCOCC1)[C@H](Cc1ccccc1)N1C(=O)c2ccccc2C1=O	-4%	5%	3%	20%	-7%	i	6%	8	8%
CC(=O)Nc1ccc(SCCN2CC[C@@H](O)CCC2=O)cc1	10%	6%&-1%	-8%	15%	-5%	i	8%&-2%	0	17%
COc1cc(/C=C2\SC(=N)N(c3ccc(F)cc3)C2=O)ccc1O	2%	8%	18µM*	?	?	?	-10%	2	?
COc1ccc(NC(=O)CCSc2nc(C)cs2)cc1	15%	-65%	?	21%	-2%	i	-1%	-10	0%
CC(C)(C)CNC(=O)[C@]1(C)CCC[C@@]2(C)C3CC[C@@]4(C)C[C@]3(CCC21)CC4=O (stereo partly specified)	-13%	-8%	9%	0%	2%	?	-10%	41	-13%
CC(C)c1ccc(NC(=O)COC(=O)/C=C/c2cccc(Br)c2)cc1	1%	1%	-6%	-5%	-8%	i	-11%	5	-4%
CCc1nc2ccccc2nc1N1CCN(S(=O)(=O)c2ccccc2)CC1	7%	-7%	20%	-6%	0%	i	1%	-90*	3%
COc1cccc(NC(=O)C2(C)CCN2C(=O)Cc2ccc(C(C)C)cc2)c1 (stereo unspecified)	-8%	-11%	.	-22%	.	i	0%	20	-29%
Cc1ccccc1NS(=O)(=O)c1cc(C(=O)Nc2cccc(N(C)S(C)(=O)=O)c2)ccc1C	7%	-19%	15µM*	?	8%	i	-7%	-12	?
O=C(Nc1ccc(F)cc1Cl)C1Cc2ccccc2N1C(=O)c1ccccc1 (stereo unspecified)	13%	-27%	.	.	.	i	-3%	.	.
O=C(COCc1ccccc1)N[C@@H](Cc1ccc(O)cc1)C(=O)O	0%	26%	28%	5%	-5%	i	13%	-2	2%
O=C(c1ccco1)N1CCCC(c2nc3c(nnn3Cc3ccc(F)cc3)c(=O)[nH]2)C1 (stereo unspecified)	-10%	-15%	-8%	5%	-1%	i	3%	-10	3%
COc1ccc(C(C(=O)NC2CCCC2)N(C(=O)c2snc(C(N)=O)c2N)c2cc(C)ccc2OC)cc1OC (stereo unspecified)	-24%	7%	?	-12%	6%	i	9%	-12	-29%
C[C@H](NC(=O)CC[C@H]1O[C@@H](n2ccc(=O)[nH]c2=O)[C@H](O)[C@@H]1O)C(=O)O	4%	-4%	.	16%	.	i	0%	3	17%
Further structures:
SMILES	ATXN2 expr inh	HepG2 tox	MCF10A rerep	HT1080-NT tox	SW480 rereplic	ATXN viability	KB-3-1 tox	IL-1B inflam inh	HT1080 IDH1KD tx
O=C(NC1(C(F)(F)F)NC(=O)N(CCc2ccccc2)C1=O)C1CC1 (stereo unspecified)	-1%	-29%	5%	-2%	-48%[inhibitor]	i	14%	0	5%
COc1ccc(/C=N/NC(=O)c2[nH]c3ccc(Br)cc3c2-c2ccccc2)c(C(=O)O)c1OC	-16%	-9%	26%	23µM*	1%	i	-7%	30	23µM*
CCOC(=O)c1c(C)[nH]c(C)c1S(=O)(=O)N1CCC(C(=O)N2CCN(c3cc(C)ccc3C)CC2)CC1	?	-31%	.	.	.	?	16µM*	.	.
O=C(Oc1ccc(F)cc1)N1CCOCC1	.	-1%	-3%	0%	2%	i	-2%	-3	0%
COc1cc(CC(=O)OCC(=O)NCC(C)C)cc(OC)c1OC	4%	-13%	-2%	1%	-15%	i	7%	10	-2%
Cc1ccc2c(c1)N(CC(=O)NCCCN1CCCC1)C(=O)CO2	7%	7%	-15%	15%	4%	i	2%	-2	14%
CN(NC(N)=O)c1ncc(C(F)(F)F)cc1Cl	-9%	3%	-3%	-4%	-16%	i	1%	12	-12%
O=C(O)c1cccc(-n2c(O)c(C=C3N=c4ccccc4=N3)sc2=S)c1	.	-18%	1%	-6%	1%	i	11%	37	3%
Cc1cc(/C=N/N2CCN(C)CC2)c(C)n1-c1ccccc1F	11%	-4%	1%	-8%	-7%	i	14%	-11	-12%
Cc1cc(C)c(C#N)c(SC(F)F)n1	2%	0%	285%[0.0737 µM]	-1%	1%	i	-7%	-12	20%
Cc1cccc(C)c1NC(=O)COC(=O)c1cccc2c1C(=O)c1ccccc1C2=O	-17%	-13%	3%	-4%	?	i	0%	-6	-7%
COc1ccc(C)cc1Nc1n[n+](C)c(-c2c3ccccc3cc3ccccc23)s1	-4%	-2%	-9%	10%	8%	i	3%	-11	1%
COc1ccc(CNC(=O)COC(=O)c2ccc(OCC3CCCO3)cc2)cc1 (stereo unspecified)	.	-9%	8%	?	?	.	?	31	?
Cc1ccc2c(c1)COc1c3ccc(C(=O)N4CCOCC4)cc3nn1-2	14%	-37%	8%	-23%	4%	i	-27%	?	-28%
C/C(=N\Nc1nc2ccccc2c(=O)n1O)c1ccco1	-15%	-15%	1%	-3%	7%	i	21µM*	-6	-26%
O=C(NCc1ccccc1)/C(=C/c1cccc([N+](=O)[O-])c1)NC(=O)c1ccco1	-21%	-32%	2%	16%	1%	i	8%	1	10%
O=C(N[C@H]1CC[C@H](CC(=O)N2CCCCC2)O[C@@H]1CO)c1cccc(F)c1	.	.	.	17%	.	.	1%	34	26%
CC1CCCCN1CC(O)COCc1ccc(Cl)cc1 (stereo unspecified)	11%	7%	4%	3%	-1%	i	-4%	-15	13%
N#C/C(=C\c1c(Oc2ccc(F)cc2)nc2ccccn2c1=O)c1nc2ccccc2s1	10%	11%	.	.	.	i	-12%	.	.
COc1cccc(CN(CCC(C)C)S(=O)(=O)c2cc(Br)ccc2Br)c1	-4%	-34%	?	-4%	-6%	i	-22%	13	-2%
C[C@@H](C(=O)NCc1ccccc1)[C@@H]1C[C@@]1(C)[C@@H](NC(=O)OCc1ccccc1)c1ccccc1	-16%	2%	23%	0%	11%	i	?	-57*	-6%
O=C(CCCN1C(=O)c2ccccc2C1=O)NCCc1ccc(OC(F)F)cc1	-6%	-3%	-1%	20%	13%	i	3%	22	?
Cc1ccc(S(=O)(=O)N(C)Cc2cc3cc(C)ccc3[nH]c2=O)cc1	4%	6%	6%	0%	21%	i	15%	7	6%
COc1cc(C(=O)NC(C)C2CC3CCC2C3)cc(OC)c1OC (stereo unspecified)	5%	6%	14%	6%	-52%[inhibitor]	?	?	18	-3%
Cc1ccc(Nc2nnc(SCC(=O)Nc3ccc(S(=O)(=O)N4CCOCC4)cc3)s2)cc1	41%[activator]	12%	0%	5%	-4%	i	3%	-27	6%
COc1cc(NC(=O)C(C)(C)C)c(C(=O)OCC(=O)Nc2cc(C)on2)cc1OC	.	-13%	.	6%	.	i	?	-7	0%
CCOC(=O)C1=CC[C@H]2c3c(c4ccccc4n3C)C[C@H]1N2C	-6%	8%	25%	0%	2%	i	-1%	2	-8%
CN(C)C(=O)c1cc2cc(Br)ccc2s1	3%[11.3 µM]	1%	0%	25%	-4%	?	14%	-12	4%
COc1ccc(CNC(=O)C(C)NCc2ccc(S(N)(=O)=O)cc2)cc1 (stereo unspecified)	14%	8%	3%	12%	-7%	i	14%	-11	13%
CCc1nc2c(OCc3ccccc3C)cccn2c1N(C)C(=O)CC(C)C	?	-19%	.	-16%	.	i	-1%	1	-26%

Just ATXN viability and HT1080 IDH1KD tx, for some of the entries so far:
structure	ATXN viability	HT1080 IDH1KD tx
Cc1ccc2c(c1)N(CC(=O)NCCCN1CCCC1)C(=O)CO2	i	14%
CC1CCCCN1CC(O)COCc1ccc(Cl)cc1 (stereo unspecified)	i	13%

Grouped by structure, those above containing a CF3 group
SMILES	ATXN2 expr inh	HepG2 tox	MCF10A rerep	HT1080-NT tox	SW480 rereplic	ATXN viability	KB-3-1 tox	IL-1B inflam inh	HT1080 IDH1KD tx
O=C(NC1(C(F)(F)F)NC(=O)N(CCc2ccccc2)C1=O)C1CC1 (stereo unspecified)	-1%	-29%	5%	-2%	-48%[inhibitor]	i	14%	0	5%
CN(NC(N)=O)c1ncc(C(F)(F)F)cc1Cl	-9%	3%	-3%	-4%	-16%	i	1%	12	-12%
